mHTT CaM bind: mutant huntingtin-calmodulin interaction inhibitors – biochemical, AlphaScreen, primary screen; P42858; AlphaScreen His-mHTT/GST-CaM binding, luminescence; inhibition, % at 15 µM; 3.6% of 190,000 active; AID 1671202, 2021;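 further: 0% = both proteins with DMSO and 100% = one protein alone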
Pf apPOL block: Pf-apPOL inhibitors, biochemical, fluorescence; Recombinant Pf-apPOL, molecular beacon fluorescence, 1.5 h; inhibition, % at 10 µM; 0.25% of 210,000 active; Plasmodium falciparum apicoplast DNA polymerase (apPOL); AID 1794808, 2022
* = called active by the depositor; x = not tested or not shown; & = joins results of further samples. No stated cut-off is given here; in the data, active means inhibition above about 50%; inactive means the rest.

SMILES	mHTT CaM bind	Pf apPOL block
O=C(Cc1cccc(F)c1)N1CCC(OCc2nc(C3CC3)no2)CC1	-6.2	-6.0
Cc1nn(C)cc1CN(C)C(=O)c1ccc(N2CCNC(c3ccccc3)C2)nc1 (stereo unspecified)	8.4	1.8
CCCCN(C)C(=O)CC1Sc2ncccc2N(CC)C1=O (stereo unspecified)	2.4	0.4
COc1ccc(C2CC(c3ccc(Cl)cc3Cl)n3nc(N)nc3N2)cc1 (stereo unspecified)	23.5	-0.9
Cc1ccccc1/C=C1\Sc2ccccc2NC1=O	36.0	26.6
CCCN(CCO)Cc1cccc(Cl)c1Cl	-2.6	-2.7
O=C(CNC(=O)c1c[nH]c2ccccc12)NCCC(c1ccccc1)c1ccccc1	24.9	-9.7
O=C(NC1CCCCC1)C1c2ccccc2C(=O)N1Cc1ccccc1 (stereo unspecified)	31.0	-7.7
OC(COC1CCCC1)CN1CCCCCC1 (stereo unspecified)	-6.4	-6.8
CC(=O)Nc1ccc(-c2noc(C3CCCN(C(=O)c4ccc(C)c(F)c4)C3)n2)cc1 (stereo unspecified)	0.8	-2.8
Cc1sc2nc(SCC(=O)Nc3ccccc3F)n(-c3ccccc3)c(=O)c2c1C	-4.2	0.3
Cc1cccc(C(=O)N2CCC(c3noc(-c4cccc(C)c4)n3)CC2)c1	21.9	3.5
Cc1cc(-c2nnc(NC(=O)c3cc(Cl)sc3Cl)o2)n(C)n1	-16.2	-0.1
Cc1cc(NC(=O)CSc2nc3ccsc3c(=O)n2-c2cccc(Cl)c2Cl)n[nH]1	17.0	12.0
COc1ccc(N2C(=O)CCC(C(=O)Nc3cc(OC)ccc3OC)C2c2ccc(F)cc2)cc1 (stereo unspecified)	38.0	-1.6
CCOC(=O)N1CCN(Cc2ccc3c(c2)OCO3)CC1	-8.8	-3.3
COc1ccc(Nc2ncc3c(n2)CCN(Cc2ccccc2F)C3)cc1	12.7	-2.0
O=C(CSc1ccccc1)Nc1cccc(F)c1	-14.7	-7.0
CC(C)NC(=O)c1sc2cc(F)ccc2c1Cl	-25.8	-4.6
Cc1nc2ccccc2n1S(=O)(=O)c1ccc(Cl)cc1	-2.0	-3.1
COc1ccc(Nc2nccc(C3CCCN(C(=O)c4ccc(C#N)cc4)C3)n2)cc1 (stereo unspecified)	12.3	-4.6
CN(C)c1ccc(C=C2C(=O)OC(C)(C)OC2=O)cc1	18.0	-4.6
COc1ccc(C(=O)Nc2cc(F)c3nc(N4CCOCC4)ccc3c2)cc1	3.1	0.3
Cc1cccc2c1N(CC(=O)NCc1ccc(F)cc1F)C(=O)C1CCCN1C2=O (stereo unspecified)	-6.9	-9.3
CC1CCN(S(=O)(=O)c2cccc(C(=O)NCCc3ccccc3)c2)CC1	-2.3	-12.7
CCCn1cnc2c(-c3ccc(OC)cc3)csc2c1=O	-18.1	-2.7
O=C(CSc1nc2ccccc2[nH]1)NCCc1ccccc1	-7.0	1.3
Cc1ccccc1COc1cccn2c(=O)c(-c3cc(C)n(C)n3)c(C)nc12	15.7	-1.4
CCOc1ccc(S(=O)(=O)NCC(C)(O)c2ccco2)cc1C (stereo unspecified)	7.3	-3.9
O=C(c1ccccc1F)N1CCN(c2ccc([N+](=O)[O-])c3cccnc23)CC1	33.0&2.6	4.0&-3.7
Cc1cc2ncn(C(=O)C(Cl)Cl)c2cc1C	0.6	-4.2
O=C1CCC(=O)N1c1ccc(S(=O)(=O)NCCCN2CCN(Cc3ccccc3)CC2)cc1	x	-3.3
Cc1nc(-c2cccnc2)nc2c1CCC(=O)N2Cc1ccco1	22.0	2.8
CCC(CC)NC(=O)C1CCc2sc(C(=O)N3CCCCC3)cc2C1 (stereo unspecified)	1.2	-4.6
O=C(NCc1cccc(C(F)(F)F)c1)C1CCCN(c2nnc3ccccn23)C1 (stereo unspecified)	-5.6	-3.4
CC(C)(C)c1ccc(-c2ncccc2O)cc1	-8.0	-9.7
O=C(COc1ccccc1[N+](=O)[O-])Nc1ccc2oc(-c3ccccc3F)nc2c1	1.0	2.2
CCc1ccc(NC(=O)CSc2nc3c(c(=O)n2C)SC(C)C3)cc1 (stereo unspecified)	33.0	-0.7
Cc1ccc(NC(=O)N2CCc3c(nc4cc[nH]n4c3=O)C2)c(C)c1	16.4	3.2
O=C1CN(C(=O)COc2ccc(Cl)cc2Cl)C(c2ccc(F)cc2)c2cc(F)ccc2N1 (stereo unspecified)	16.0	-6.3
Cc1ccc(Cl)cc1N=C1C(=O)Nc2ccccc21	7.0	-3.1
Cc1cc(Cl)nc(Cl)c1C(=O)N(C)Cc1ccccc1	-4.0	-3.9
O=C(c1ccc2nonc2c1)N1CCN(c2ccccc2)CC1	x	-13.6
O=C(Nc1cccc2nsnc12)c1ccc(-n2cccn2)nn1	-10.4	3.0
CCCc1sc(NC(=O)c2cc(OC)c(OC)c(OC)c2)nc1-c1ccc(OC)c(OC)c1	54.7*	-1.1
Cc1cc(C2CCC(C(=O)O)CN2C(=O)C2CCCC2)ccc1F (stereo unspecified)	4.4	-1.2
COc1ccc(-c2[nH]c(=O)[nH]c2-c2ccccc2)cc1	32.0	-5.0
CC1CCCN(CCCNC(=O)c2ccc3c(c2)NC(=O)C(N2CCOCC2)S3)C1 (stereo unspecified)	-2.0	-16.7
Cc1ccc(-c2nc3ncccc3o2)cc1NC(=O)c1ccc2c(c1)OCCO2	1.0	-9.6
Cc1ccc(-c2c(C#N)c(N)nc(SCC(=O)NCc3ccccc3)c2C#N)cc1	-5.0	-5.3
O=C(CCSc1ccc(Cl)cc1)N1CCCCCC1	-14.5	-2.4
CCOc1ccc(-c2nc3s/c(=C\C4=Cc5ccccc5OC4C)c(=O)n3n2)cc1 (stereo unspecified)	0.0	-1.9
C=CCOc1ccccc1/C=C1/C(=O)N(c2cccc(Br)c2)N=C1C	18.0	-2.1
CC(C)NC(=O)C1CCc2sc(C(=O)N3CCOCC3)cc2C1 (stereo unspecified)	-1.5	-5.1
CN(C)C(=O)C1CCCN(c2nnc3c(Cl)cccn23)C1 (stereo unspecified)	-5.6	-2.2
COCCN1COc2ccc3c(=O)c(Oc4ccc(C(=O)OC)cc4)c(C)oc3c2C1	-4.5	-6.7
CC1=C(OS(=O)(=O)c2cc(C)c(Cl)cc2Cl)C(=O)CC1	x	0.6
Nc1ncc2c(n1)CC(c1ccc(Cl)cc1)CC2=O (stereo unspecified)	0.0	0.5
COc1ccc(CCN2CC(C(=O)NCc3ccc4c(c3)OCO4)CC2=O)cc1OC (stereo unspecified)	3.4	-5.9
CCc1ccc(CNC(=O)c2ccc(CS(=O)(=O)Cc3ccccc3Cl)o2)cc1	6.0	-15.8

Sorted by SMILES length (falling): 3 of the compounds above
SMILES	mHTT CaM bind	Pf apPOL block
COCCN1COc2ccc3c(=O)c(Oc4ccc(C(=O)OC)cc4)c(C)oc3c2C1	-4.5	-6.7
O=C(Nc1cccc2nsnc12)c1ccc(-n2cccn2)nn1	-10.4	3.0
O=C(CCSc1ccc(Cl)cc1)N1CCCCCC1	-14.5	-2.4

Next part:
SMILES	mHTT CaM bind	Pf apPOL block
O=C(O)C(CCC(=O)N1CCOCC1)N1C(=O)c2ccccc2C1=O (stereo unspecified)	-6.3	-0.9
CCOc1ccc(C2=CC(c3cc(Br)ccc3F)n3ncnc3N2)cc1Cl (stereo unspecified)	16.0	1.0
COc1ccc(CCNC(=O)C2(C)CCC(=O)N2Cc2ccccc2Cl)cc1OC (stereo unspecified)	3.0	0.1
CCCc1cc(C2CCCN2C(=O)Nc2cccc(Cl)c2)no1 (stereo unspecified)	-14.7	-6.6
Cc1cc(C(=O)N(Cc2ccccc2)Cc2ccccc2)ccc1[N+](=O)[O-]	0.9	0.6
Cc1ccc(S(=O)(=O)N2CCCCC2)cc1C(=O)Nc1ccc(NC(=O)c2ccccc2)cc1	-0.2	2.7
O=C(c1ccc2nc(N3C(=O)CCC3=O)sc2c1)N1CCCCC1	-0.8	-2.6
N#CC1=C(SCC(N)=O)NC(=O)CC1c1ccc(Br)cc1 (stereo unspecified)	2.0	-0.6
O=C(C1CCCO1)N1CCN(c2nc(CN3CCCCCC3)cs2)CC1 (stereo unspecified)	6.0	-5.8
CCC(NC(=O)c1cn2cc(C)ccc2n1)c1cccs1 (stereo unspecified)	1.4	-5.6
O=C(COc1cccc(Br)c1)Nc1ccc(SC(F)F)cc1	-19.0	0.5
COc1ccc(/C=C2/N=C(c3ccc(Cl)c(Cl)c3)OC2=O)cc1OC	10.0	-0.3
N#CC(=CN1CCc2ccccc2C1)C(=O)c1cccs1	x	-4.0
Cc1cccc(CC(=O)N2CCC(Nc3cccn4ncnc34)CC2)c1	15.2	-1.7
COCCCN1COc2ccc3c(c2C1)OC(=Cc1cccc(OC)c1OC)C3=O	19.7	-1.7
CCOc1ccc(-n2nc(C(=O)N3CCOCC3)c3ccccc3c2=O)cc1	-4.0	-0.1
CCOC(=O)Nc1ccccc1C(=O)OC	x	-6.9
Cc1cc(Br)ccc1NC(=O)Cc1cn(C)c2ccccc12	1.0	-5.6
O=C1N(c2cccc(F)c2)c2ncccc2S(=O)(=O)N1Cc1ccccc1F	-6.0	2.4
Cc1ccc(N2C(=O)C3C(C2=O)C2(C)CC3(C)CC2=O)c(C)c1 (stereo unspecified)	0.0	-2.7
O=C(Cn1ncccc1=O)Nc1ccccc1-c1ccccc1	-16.5	-4.8
CC(C)(C)C1CCc2c(sc3c2C(=O)NC(c2ccc(O)c([N+](=O)[O-])c2)N3)C1 (stereo unspecified)	59.0*	-4.9
Brc1ccc(-n2cc(-c3ccccc3)c3c(NCC4CCCO4)ncnc32)cc1 (stereo unspecified)	-2.0	-2.7
O=C(c1ccc(Sc2ccccc2)c([N+](=O)[O-])c1)N(Cc1ccc2c(c1)OCO2)c1ccc(F)cc1	x	9.9
O=C(Nc1ccc(Cl)cc1)ON=Cc1ccc(-c2ccc(F)cc2F)o1	x	-31.8
CC1CN(C(=O)Nc2ccc3c(c2)CCC3)CC1c1nc(-c2ccncc2)no1 (stereo unspecified)	12.2	-9.0
Cc1nn(-c2ccc(C(=O)N3CCN(c4ccc(F)cc4)CC3)cc2)c2c1C(=O)CCC2	47.9	-2.8
CCc1noc(-c2cccnc2N2CCCN(C(=O)c3ccc(N(C)C)cc3)CC2)n1	7.4	-7.5
Cc1noc(C)c1C1CCCN1C(=O)NC1CCCCC1 (stereo unspecified)	-2.2	3.0
Cc1[nH]nc(-c2ccc(O)cc2O)c1-c1cnn(-c2ccccc2)c1	39.6	3.8
O=[N+]([O-])c1ccccc1S(=O)(=O)Nc1ccc(S(=O)(=O)N2CCCCC2)cc1	3.4	-4.4
CN(C)c1ccc(C2C=C(Nc3ccccc3)C(=O)N2c2ccccc2)cc1 (stereo unspecified)	3.0	-3.7
CCN(CC)c1ccc(C=Nc2ccccc2C#N)c(O)c1	-6.0	-1.7
Clc1cc(Cl)cc(Br)c1	x	-4.8
CC(C)Nc1nc(Cl)nc(N2CCSCC2)n1	-1.0	-0.6
COc1cc(NC(=O)c2cc(-c3cccc(Cl)c3)on2)c(OC)cc1Cl	-2.0	-3.8
CC(=O)c1ccccc1C(=O)c1ccc(Cl)cc1	x	0.2&-25.7
CC(=Cc1ccccn1)C(=O)c1c(C)c(C)c(C)c(C)c1C	x	-0.1
Cc1ccc(N=c2oc3ccc([N+](=O)[O-])cc3cc2C(=O)Nc2nccs2)cc1C	8.0	-1.3
CC(C)CNc1ncnc2c1nnn2C	-6.2	1.4
CCOc1ccccc1C(=O)N1CCC(c2nc(C(=O)N3CCCC3)c(C)o2)CC1	0.7	-5.1
O=C(NCCCN1CCOC(c2ccccc2)C1)c1ccc(Cl)cc1Cl (stereo unspecified)	-3.8	-8.0
O=C(c1ccccc1Br)N1CC(n2cc(COc3ccc(F)cc3)nn2)C1	-7.0	2.7
COc1ccc(-c2nnc(N3CCC(C(=O)NC4CCCCC4)CC3)o2)cc1	7.1	3.0
CCC(=O)NC1CCN(C(=O)c2ccc(F)cc2)C1 (stereo unspecified)	-1.6	0.3
CCOc1ccc(NC(=O)C2CCCN(C(=O)c3ccc(F)c(F)c3)C2)cc1 (stereo unspecified)	3.4	-33.7
COc1ccc(NC(=O)CSCc2ccccc2Cl)cc1OC	8.9	-8.9
CCN(C(=O)Cc1ccc(Br)cc1)c1ccccc1	-18.0	-7.7
CCOc1ccccc1Oc1c(C)oc2c(CN3CCN(CCO)CC3)c(O)ccc2c1=O	0.6	-3.0
O=C1[C@H](Cc2ccccc2)NC/C=C\C[C@H](c2ccc(Cl)cc2)N1Cc1ccc(Cl)cc1	98.7*	-5.9

Seven compounds picked at random from those above:
SMILES	mHTT CaM bind	Pf apPOL block
CCOc1ccc(NC(=O)C2CCCN(C(=O)c3ccc(F)c(F)c3)C2)cc1 (stereo unspecified)	3.4	-33.7
COc1ccc(-c2nnc(N3CCC(C(=O)NC4CCCCC4)CC3)o2)cc1	7.1	3.0
CCOc1ccccc1Oc1c(C)oc2c(CN3CCN(CCO)CC3)c(O)ccc2c1=O	0.6	-3.0
CCC(=O)NC1CCN(C(=O)c2ccc(F)cc2)C1 (stereo unspecified)	-1.6	0.3
O=C(NCCCN1CCOC(c2ccccc2)C1)c1ccc(Cl)cc1Cl (stereo unspecified)	-3.8	-8.0
O=C1[C@H](Cc2ccccc2)NC/C=C\C[C@H](c2ccc(Cl)cc2)N1Cc1ccc(Cl)cc1	98.7*	-5.9
COc1ccc(NC(=O)CSCc2ccccc2Cl)cc1OC	8.9	-8.9

Assay outcomes as filed in PubChem.
